# FXIIa inh 1536: inhibitors of human coagulation factor XIIa; purified FXIIa, Boc-QGR-AMC fluorogenic substrate, 2 h; AID 800; actives 0.3% (n = 220,000); inhibition, % at 5 µM; in the data active = inhibition above about 40%;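 note: 0% = enzyme with no compound and 100% = blank without enzyme; many of its hits are not listed in these tables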
# Rad51 HR inh: Rad51 (human) homologous recombination inhibition | inhibition, % at 10 µM | hRad51 DNA strand exchange, fluorescence dequenching | AID 1385 | actives 0.085% (n = 200,000) | Q06609;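 active = inhibition above 40% at the single screening dose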;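 note: 0% = DMSO control wells and 100% = blanks with heterologous ssDNA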
#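 Material: Human Rad51 nucleoprotein filaments preassembled on unlabelled ssDNA | Also added: Labelled 47-mer dsDNA for strand exchange | Dosing: Single dose, 10 µM final compound | Schedule: 30-min compound preincubation and 15-min exchange, both room temperature | Technique: Fluorescence dequenching at 485/520 nm | Measure: Percent inhibition relative to plate controls and blanks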
# TNF death inh: TNF-alpha cell death inhibition in Jurkat FADD-/- cells; Jurkat FADD-/- TNF necroptosis rescue, ATP luminescence, 24 h; 0 = TNF only, 100 = no-TNF cells; activation (protection from cell death), % at 10 µM; actives 0.068% (n = 220,000); AID 463075;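 active = activation, meaning protection from cell death, of at least 50% relative to plate controls; inactive = activation below 50%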;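 note: necroptosis triggered by 40 ng/mL TNF-alpha added together with compound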
# L929 necroptosis: blocks zVAD induced death of L929 cells. L929 zVAD necroptosis rescue, ATP luminescence, 24 h; with zVAD 60 µM. actives 0.38% (n = 220,000). viability rescue, % at 10 µM. AID 1377;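 active = activation, scaled between plate controls, above about 75%, limit read from the data; inactive = activation under that limit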;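 note: 0% = zVAD with DMSO and 100% = DMSO alone without zVAD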
# Cl transport mod: modulates chloride dependent transport by human KCC2. Q9H2X9. KCC2 cells, thallium flux FluoZin-2 fluorescence. B-score of Tl+ flux slope (higher = more flux/activation; lower = inhibition) at 10 µM. actives 2.2% (n = 190,000). AID 1456;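 active = thallium flux slope and its plate-corrected score both differing from the plate sample mean at a set confidence after two filtering rounds, in either direction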;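 note: slope of fluorescence scaled to starting intensity during 10 to 20 s after thallium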
# FXIa inh: factor XIa (human) inhibition; P03951; purified FXIa, Boc-Glu-Ala-Arg-AMC fluorogenic substrate; inhibition, % at 5 µM; actives 0.14% (n = 220,000); AID 798;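 active = inhibition of at least 40%; inactive = inhibition below 40%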;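 note: fluorescence of freed AMC excited at 355 nm; 0% = enzyme without compound and 100% = no enzyme blank; many of its hits are not listed in these tables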
# Target sequence (P03951 19-387 limits assumed): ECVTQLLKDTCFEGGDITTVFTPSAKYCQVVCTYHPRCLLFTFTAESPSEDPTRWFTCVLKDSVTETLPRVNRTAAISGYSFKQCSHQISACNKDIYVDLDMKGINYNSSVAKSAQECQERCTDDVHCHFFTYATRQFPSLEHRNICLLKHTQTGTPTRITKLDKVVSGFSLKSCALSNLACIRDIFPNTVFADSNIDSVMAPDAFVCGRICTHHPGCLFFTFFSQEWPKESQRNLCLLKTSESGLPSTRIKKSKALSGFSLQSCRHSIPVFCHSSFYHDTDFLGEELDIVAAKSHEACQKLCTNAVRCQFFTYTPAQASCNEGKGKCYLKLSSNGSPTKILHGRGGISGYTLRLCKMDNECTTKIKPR
# Target sequence (P03951 388-625 limits assumed): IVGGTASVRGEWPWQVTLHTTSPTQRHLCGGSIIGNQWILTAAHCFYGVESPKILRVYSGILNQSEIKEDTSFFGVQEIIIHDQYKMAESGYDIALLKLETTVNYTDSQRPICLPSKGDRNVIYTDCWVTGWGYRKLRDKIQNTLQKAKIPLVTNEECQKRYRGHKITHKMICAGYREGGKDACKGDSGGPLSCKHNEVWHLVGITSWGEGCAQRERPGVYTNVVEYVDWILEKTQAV
# Hck-Nef inh: blocks Nef-activated human Hck kinase. P08631. Recombinant Hck-YEEI plus Nef, Z-Lyte FRET kinase assay. inhibition, % at 20 µM. actives 0.68% (n = 220,000). AID 463187;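 active = Hck-Nef kinase inhibition above about 50%, limit read from the data; inactive = inhibition below that limit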;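 note: 0% = DMSO with Hck plus Nef and 100% = Hck alone without Nef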
# thrombin 1536: blocks human thrombin protease activity; actives 0.26% (n = 220,000); alpha-thrombin, Boc-VPR-AMC fluorogenic substrate cleavage; P00734; inhibition, % at 5 µM;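 active = inhibition at or above 40%; inactive = inhibition below 40%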;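 note: 0% = enzyme with no compound and 100% = wells without enzyme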
#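 System: Human alpha-thrombin protein | Medium: pH 7.5 Tris (50 mM) with NaCl 150 mM, Tween 20 0.05% | Times: Enzyme reaction carried out at room temperature | Detection: AMC fluorescence, 355/460 nm | Evaluation: Percent inhibition scaled between no-compound controls and no-enzyme blanks | Benchmarks: Enzyme without compound as high, wells lacking enzyme as low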
# hK5 inh: inhibitors of human kallikrein 5; Q9Y337; recombinant hK5, fluorogenic AMC substrate cleavage; inhibition, % at 5 µM; actives 0.59% (n = 210,000);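 active = inhibition of 40% or more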;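 note: 0% = enzyme controls without compound and 100% = no-enzyme blanks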
# Target sequence (Q9Y337 67-293 limits assumed): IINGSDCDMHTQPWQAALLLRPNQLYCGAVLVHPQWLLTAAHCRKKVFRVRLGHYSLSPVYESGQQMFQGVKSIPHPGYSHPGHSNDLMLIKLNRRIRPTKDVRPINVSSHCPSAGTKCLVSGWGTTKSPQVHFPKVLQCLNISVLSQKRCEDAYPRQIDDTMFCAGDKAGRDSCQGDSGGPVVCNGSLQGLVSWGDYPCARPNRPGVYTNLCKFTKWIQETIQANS
# * marks the source's active call; other numbers are inactive results; x = not tested or not shown.
SMILES,FXIIa inh 1536,Rad51 HR inh,TNF death inh,L929 necroptosis,Cl transport mod,FXIa inh,Hck-Nef inh,thrombin 1536,hK5 inh
COc1ccc(OC)c(S(=O)(=O)Nc2ccc(Oc3ccccc3)cc2)c1,14,-3,-1.1,-0.5,-0.35,17,0,19,23
CCc1ccccc1NC(=O)CN1CCC(NC(=O)COC)CC1,1,-3,-1.6,-0.2,-0.0053,-1,0,-10,-28
CC1CN(c2ncnc3c2c(-c2ccccc2)cn3-c2ccc(F)cc2)CC(C)O1 (stereo not drawn),10,16,0.5,-0.1,-0.4,3,18,-1,4
CC(=O)Nc1ccc(OC(=O)c2cc([N+](=O)[O-])ccc2Cl)cc1,11,-33,-4.3,-0.4,x,3,2,4,-3
Fc1ccc(CSc2nc3ccccc3[nH]2)cc1,18,-4,1.7,-0.2,-1.5,7,3,3,27
CCn1ncc(Br)c1C(=O)Nc1ccc(F)c([N+](=O)[O-])c1,13,x,-12,-0.6,0.41,6,-46,-1,-5
Cc1c(NC(=O)CSc2ccc(Cl)cc2)cccc1-c1nc2cc(Cl)ccc2o1,6,-17,1.2,2.4,0.2,0,3,-18,-7
C=CCNC(=S)Nc1ccc(Cl)c(S(=O)(=O)N2CCOCC2)c1,7,9,0.7,2.6,-0.065,5,-2,-2,-2
CCOC(=O)Nc1ccc2c(c1)nc(CN1CCCCC1)n2C,7,-5,1.8,2.2,0.099,-3,31,-7,-1
CCn1c(-c2cccnc2Cl)nc2cc(Cl)c(Cl)cc21,18,2,-5.9,0.3,x,2,0,-4,-18
COc1cccc(C(=O)NCc2ccc3c(c2)cc(C)n3C)c1,27,-10,-0.2,0.3,x,7,13,17,17
CCSc1nc(-c2ccccc2)nc(C(Cl)Cl)n1,3,3,-0.6,-2.3,-0.47,-3,3,-5,-10
Cc1nc(-c2ccccc2)sc1-c1nnc(C2CC2)o1,4,14,-0.2,-1.2,-2.2,12,14,1,3
Cc1ccc(NS(=O)(=O)c2cccc([N+](=O)[O-])c2)nc1,4,-12,0.5,2.1,-0.74,-4,-25,-8,-2
CCn1c(=O)n(CC(=O)Nc2cccc(OC)c2)c(=O)c2ccccc21,3,3,2.1,1.9,0.35,3,-10,-7,2
Cc1nc(NS(=O)(=O)c2ccccc2)sc1C(C)(C)C,22,x,0.5,0.4,-0.3,18,-17,-1,-10
O=C(NNS(=O)(=O)c1ccccc1Cl)c1nn(-c2ccc(F)cc2)ccc1=O,0,-1,-0.1,0.4,-1.3,2,10,-6,9
COCCNc1nnc(SCC(=O)c2ccc3c(c2)OCO3)s1,2,4,-0.8,0.4,x,9,0,-9,0
O=C(CN1CCN(S(=O)(=O)c2ccc(Br)cc2)CC1)N/N=C/c1cccs1,1,-1,0.1,1.7,1.4,-7,0,-12,-3
CCN(CC)S(=O)(=O)c1cccc(C(=O)NCCc2ccccc2)c1,x,-3,0.6,0.3,-0.68,x,9,x,x
COc1ccc(/C(N)=N/OC(=O)C2CCC(=O)N2S(=O)(=O)c2ccc(C)cc2)cc1 (stereo not drawn),15,18,-0.2,-0.1,-0.82,7,-1,-4,-9
c1ccc(-c2nnc(-c3ccccc3)nn2)cc1,6,-11,-1.7,0.8,-0.5,-1,26,-9,-2
CC(C)Cn1c(N)c(-c2nc(C(C)C)c(C(=O)c3ccccc3F)s2)c(=O)n(C)c1=O,x,-2,0.9,2.5,-0.011,-4,14,-10,-8
CC1CCN(c2c([N+](=O)[O-])c(=O)oc3ccccc23)CC1,1,6,-6.0,2.3,-1.8,4,7,-4,-5
CCOC(=O)C1CCN(c2c(N3CCCCCC3)c(=O)c2=O)CC1,-4,3,0.3,0.6,-0.58,-11,21,-6,11
# More compounds.
SMILES,FXIIa inh 1536,Rad51 HR inh,TNF death inh,L929 necroptosis,Cl transport mod,FXIa inh,Hck-Nef inh,thrombin 1536,hK5 inh
Cc1cccc(NC(=S)NCC(c2cccnc2)N2CCOCC2)c1C (stereo not drawn),8,-2,-3.2,0.2,0.0027,0,1,-3,-3
COc1ccc(-c2c[n+]3c4n2CCCCC4=C(c2ccc(Br)cc2)C3)cc1,11,x,-1.3,0.1,x,14,1,12,-4
Cc1cc(Cl)ccc1NC(=S)Nc1ccccn1,6,-2,1.3,0.6,0.79,2,-1,-7,-5
N#C/C(=C(\O)Cc1ccccc1)c1nc2ccccc2[nH]1,13,5,2.2,-0.2,0.98,5,-23,2,-83
COc1ccc(NC(=O)OCCn2c([N+](=O)[O-])cnc2C)cc1,8,x,1.4,0.7,-0.82,4,3,1,-1
COc1ccc(NC(=O)C23CC4CC(C2)CC(c2ccc(C)cc2)(C4)C3)cc1,4,5,2.9,0.9,-0.74,5,1,-6,-2
S=c1[nH]ccn1-c1c(Cl)cccc1Cl,7,-4,1.8,0.2,-0.25,-1,6,-1,4
CNC(=O)COc1ccc(Cl)c2cccnc12,-7,4,-1.5,1.9,-1.1,-6,-8,-4,-27
O=C(CSc1nc2c(sc3ccccc32)c(=O)n1CCO)NCC1CCCO1 (stereo not drawn),9,2,-1.0,0.1,0.21,7,1,-5,6
COc1ccc(-c2cc(-c3ccccc3)c(C#N)c(S(C)(=O)=O)n2)cc1,-5,-7,-18,7.3,0.42,-9,-10,-26,-11
CC(C)(C)C(=O)[C@@H]1[C@@H]2C(=O)N(c3ccc4c(c3)OCCO4)C(=O)[C@@H]2C2c3ccccc3C=CN21 (stereo partly drawn),12,x,-0.9,-0.1,x,6,1,4,1
O=C(NCc1cccnc1)C(C(=O)c1ccc(F)cc1)n1ccccc1=O (stereo not drawn),13,2,-0.9,1.1,x,6,1,-3,-6
Cc1ccc(NC(=O)c2ccc(CNc3c(N4CCOCC4)c(=O)c3=O)cc2)cc1,3,x,-1.9,13,-0.86,-6,2,-8,-7
CC1(C)NC(=O)N(CCCOc2ccc3c(c2)CCC3)C1=O,-6,-1,0.3,0.1,-1,9,-1,-3,0
CCCC(=O)NC(=S)Nc1ccc(NC(=O)C(C)C)c(OC)c1,9,-2,2.1,0.4,0.69,3,1,-9,-11
N#C/C(=C\c1cccc(NC(=O)c2ccccc2Cl)c1)C(=O)NCCc1ccccc1,8,2,-11,2.2,-0.51,3,1,-14,-8
CC(C)CCNC(=O)CSc1nnc(-c2ccc(S(=O)(=O)N3CCCC3)cc2)n1C,12,x,2.8,0.2,-0.81,3,-3,-6,-1
CCCS(=O)(=O)c1c(S(=O)(=O)CCC)c2cc(-c3ccncc3)ccn2c1C(=O)OC,-1,-3,-5.7,52,-0.2,-5,20,-12,-2
Cc1cc(NC(=O)CCC(=O)N(CC(=O)NC2CCCC2)c2cccc(C)c2C)no1,x,4,0.4,1.5,0.23,x,15,x,x
Nc1nnc(-c2ccco2)s1,12,3,0.0,0.9,x,1,-3,-3,-31
CC(NC(=O)CCc1nnc(Cc2cccc(C(F)(F)F)c2)o1)C1CC1 (stereo not drawn),9,0,0.4,6.2,-0.028,-3,17,-7,3
CC1(C)N=C(N)NC(Nc2cccc(Br)c2)=N1,23,-4,1.9,0.0,0.79,3,-4,0,-9
NNC(=O)C1CCCn2c1nc1sc3c(c1c2=O)CCCC3 (stereo not drawn),-4,-1,0.2,-0.6,0.14,5,-16,-23,2
O=C(Nc1ccc(Br)cc1F)C1CCN(c2nnc(-n3cccc3)s2)CC1,2,2,-0.3,4.8,-0.022,-5,2,-4,24
O=C(O)c1cc(-c2ccc(Cl)cc2)n(-c2ccccc2)n1,7,-2,1.1,1.7,-0.59,3,26,-4,3

# Reprinted from the part before: 2 compounds; new compounds follow.
SMILES,FXIIa inh 1536,Rad51 HR inh,TNF death inh,L929 necroptosis,Cl transport mod,FXIa inh,Hck-Nef inh,thrombin 1536,hK5 inh
O=C(Nc1ccc(Br)cc1F)C1CCN(c2nnc(-n3cccc3)s2)CC1,2,2,-0.3,4.8,-0.022,-5,2,-4,24
O=C(O)c1cc(-c2ccc(Cl)cc2)n(-c2ccccc2)n1,7,-2,1.1,1.7,-0.59,3,26,-4,3
Cc1cc(NC(=O)C2CCCCC2)nc2c1c(=O)oc1ccccc12,3,x,-5.9,3.0,x,1,0,1,-2
CCO[C@H]1OC(C(=O)N2CCN(Cc3ccc4c(c3)OCO4)CC2)=C[C@@H](c2ccc3c(c2)OCO3)[C@@H]1CCCO,9,5,0.2,-0.3,0.65,0,-1,-3,1
COC(=O)c1ccc(SC)cn1,4,5,0.9,1.1,1.4,3,1,-4,-5
O=S(=O)(Nc1ccc(S(=O)(=O)N2CCCCC2)cc1)c1ccc(Br)s1,2,7,-1.2,1.1,-0.67,1,0,0,-6
O=C(CSc1nc2ccccc2o1)NC(=O)NCc1ccco1,-14,7,-0.7,0.3,-0.96,-9,0,-2,-26
O=P(c1ccccc1)(c1ccccc1)c1nc(-c2ccc(Cl)cc2)oc1N1CCOCC1,x,-4,0.7,2.4,-0.045,-3,-88,-6,-1
Cn1c(SCc2nc3ccccc3c(=O)[nH]2)nnc1-c1ccco1,17,2,-0.4,0.7,0.17,13,9,18,31
Cc1ccc(N(C(=O)CCC(=O)Nc2cc(C)on2)C(C(=O)NC2CCCC2)c2cccs2)cc1 (stereo not drawn),-1,1,-3.1,-0.6,-0.067,-3,2,-6,-18
CCc1ccc(N(C(=O)c2csnn2)C(C(=O)NC(C)(C)C)c2ccncc2)cc1 (stereo not drawn),8,-5,-1.7,-0.2,0.78,1,2,-3,0
O=C(CSc1ccc(Cl)cc1)N1CCCC1,2,8,6.2,2.2,0.57,-5,-15,-9,-6
COc1cccc(NC(=O)c2nn(C34CC5CC(CC(C5)C3)C4)cc2[N+](=O)[O-])c1,10,5,-1.5,0.6,0.043,-7,0,7,12
Cc1[nH]c2ccccc2c1/C=N/NC(=S)NCc1ccccc1,4,-8,-1.3,4.3,1.1,-2,0,-5,1
COC(=O)C1=C(C)N(Cc2ccco2)C(=O)N[C@@H]1c1ccccc1,12,-6,1.2,0.2,0.16,-7,-6,-2,-4
COc1ccc(NC2c3ncccc3C(=O)N2Cc2cccs2)cc1 (stereo not drawn),9,-4,-0.6,-1.5,0.46,-4,24,-4,16
CC(=O)c1ccc(NC(=O)C2Cc3ccccc3CN2C(=O)c2ccccc2)cc1 (stereo not drawn),6,-16,0.5,0.1,-0.2,1,1,-4,4
CC1=C(C(=O)Nc2ccc(C)cn2)C(c2cnn(C)c2)C2=C(CCCC2=O)N1 (stereo not drawn),11,x,0.0,1.4,0.57,8,13,-2,-16
O=C(Nc1ccc(-c2ccc3nncn3n2)cc1)C1CCCC1,-5,5,1.6,2.5,0.89,-4,-10,-5,-5
Cc1cc(NC(=O)c2ccccc2O)nc(C)n1,5,9,1.0,1.9,-0.015,-3,11,1,-11
O=C1CCCC(=O)C1CS(=O)(=O)c1ccccc1,11,-2,0.5,4.7,0.062,3,30,2,10
Cc1ccc(-c2nc(N)n(C(=O)c3ccco3)n2)cc1,20,2,-1.2,15,0.37,-4,21,-2,6
O=C(/C(N=Nc1cccc(C(F)(F)F)c1)=C(/O)c1cccs1)C(F)(F)F,6,2,-2.0,1.6,-0.79,9,3,0,5
CCc1cccc(CC)c1NC(=O)COC(=O)C1(c2ccc(Cl)cc2)CCCC1,15,6,2.7,0.1,0.064,6,2,-11,-2

# Compound activity from PubChem.

# Some of the compounds tested; count on the stated rates, not on these rows.
